Source: PubChem BioAssay
NPSR antagonist = qHTS Assay for Antagonists of the Neuropeptide S Receptor: cAMP Signal Transduction; Potency, µM (top dose mostly 38.3 µM), for inactives: at the highest dose activity change, negative = inhibition, usual class: inhibitors; CHO-NPSR cells, cAMP TR-FRET, antagonist mode; Q6W5P4; AID 1461, 2008; 220,000 tested, 1% active; note: potency is the fitted concentration of half-maximal effect; % is set by controls: 0 for no effect and ±100 for the full control effect; nearly all actives have a fitted effect of over 50% in size; many of its hits are not listed in these tables
CBFb-RUNX1 inh = qHTS Assay for Compounds Blocking the Interaction Between CBF-beta and RUNX1 for the Treatment of Acute Myeloid Leukemia. AlphaScreen CBFb-His/RUNX1-biotin binding, biochemical. Potency, µM (highest dose often 59.8 µM), for inactives: at the top dose activity, negative = inhibition, usual class: inhibitors. 230,000 tested, under 10 active; note: % of control where 0% means no effect
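Interaction loss through any mechanism counts as activity. Pre-formed complex of His-CBF-beta and biotin-RUNX1 (30 nM apiece) is incubated with compound 15 min, then with 50 ng nickel and 50 ng streptavidin beads for 90 min before AlphaScreen detection.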
TexasRed fluor = Total Fluorescence Counterscreen for Inhibitors of the Interaction of Thyroid Hormone Receptor and Steroid Receptor Coregulator 2. TRb/SRC2 Texas Red total fluorescence interference. AID 1479, 2009. Potency, µM (top dose mostly 106 µM), without a hit: at the top dose fluorescence change, negative = quenching. 280,000 tested, 0.29% active; active = well fitted curve in either direction with a large enough effect; inconclusive = small, poorly fitted or top-dose-only effect; note: potency is the fitted concentration of half-maximal effect; % is set by controls: 0 for no effect and ±100 for the full control effect
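Flags fluorescent or light-absorbing compounds by total fluorescence, S + 2P, at 555 nm excitation and 632 nm emission. Mixture: 20 nM Texas Red SRC2 peptide, 0.6 uM human TRb LBD, 1 uM T3, 5% DMSO; compound exposure 5 h at ambient temperature.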
TRb SRC2 PPI = qHTS for Inhibitors of the Interaction of Thyroid Hormone Receptor and Steroid Receptor Coregulator 2. Thyroid hormone receptor beta (Homo sapiens), P10828. TRbeta-SRC2 peptide binding, fluorescence polarization; receptor liganded with 1 µM T3. Potency, µM (highest dose often 106 µM), inactives show at the top dose activity change, negative = inhibition, hits mostly inhibitors. 280,000 tested, 0.065% active. AID 1469, 2008;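 note: potency is the fitted concentration of half-maximal effect; plate controls were bound peptide for no effect and peptide without receptor for full effect; nearly all actives have a fitted effect of over 50% in size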
Target sequence (P10828 whole entry, looked up): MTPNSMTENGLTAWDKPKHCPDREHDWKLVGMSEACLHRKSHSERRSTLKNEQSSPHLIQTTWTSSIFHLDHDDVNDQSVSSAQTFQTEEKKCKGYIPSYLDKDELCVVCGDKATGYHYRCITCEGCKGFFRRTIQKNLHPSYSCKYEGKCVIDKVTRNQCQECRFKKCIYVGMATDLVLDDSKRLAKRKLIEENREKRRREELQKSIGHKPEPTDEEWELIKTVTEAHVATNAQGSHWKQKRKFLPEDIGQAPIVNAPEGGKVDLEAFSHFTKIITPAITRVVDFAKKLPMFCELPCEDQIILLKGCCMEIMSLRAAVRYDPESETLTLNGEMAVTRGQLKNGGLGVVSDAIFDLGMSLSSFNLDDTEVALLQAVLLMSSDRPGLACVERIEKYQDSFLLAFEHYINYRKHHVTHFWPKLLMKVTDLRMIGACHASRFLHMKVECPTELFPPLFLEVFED
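Human TRb LBD (0.6 uM) plus Texas Red-labeled SRC2 peptide (20 nM), 1uM T3, 5% DMSO, 5 hr at ambient temperature. Decreased polarization (555/632 nm) flags inhibition; data normalized to free and bound peptide controls.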
Epigenetic reg = Quantitative High-Throughput Screen for Regulators of Epigenetic Control | AID 1865, 2009 | Potency, µM (doses to about 53.9 µM), without a hit: top-dose GFP activation, most hits filed as activators | murine LDR cells, GFP reporter derepression, 30 h | 280,000 tested, 0.2% active; note: potency is the fitted concentration of half-maximal effect; % of control where 0% means no effect; nearly all actives have a fitted effect of over 60% in size
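Murine LDR cells bearing a silenced CMV-driven GFP reporter were exposed to compound for 30 h at 37 C. After PBS washes, GFP-positive cells (20-120 um objects) counted by laser-scanning microplate cytometry.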
Tau fibril FP = qHTS for Inhibitors of Tau Fibril Formation, Fluorescence Polarization; Microtubule-associated protein tau (Homo sapiens), P10636; K18 P301L tau heparin fibrillization, Alexa594 FP, 6 h; Potency, µM (doses to about 57.7 µM), for inactives: top-dose activity, negative = inhibition, actives largely listed as inhibitors; 280,000 tested, 0.39% active; AID 1468, 2008; note: potency is the fitted concentration of half-maximal effect; % is set by controls: 0 for no effect and ±100 for the full control effect; nearly all actives have a fitted effect of over 55% in size
Target sequence (P10636 561-689 P618L limits assumed): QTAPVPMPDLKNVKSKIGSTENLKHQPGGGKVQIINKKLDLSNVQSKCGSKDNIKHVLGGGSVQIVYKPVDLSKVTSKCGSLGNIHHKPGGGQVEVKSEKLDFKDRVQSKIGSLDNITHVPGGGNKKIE
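Quantitative HTS format: compounds meet 15 uM recombinant K18 P301L tau and Alexa 594-tau tracer in 100 mM sodium acetate pH 7; 20 uM heparin triggers fibrillization at 37 C over 6 hr; FP gives the signal.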
Tau fluor cs = Counterscreen qHTS for Inhibitors of Tau Fibril Formation, Fluorescence Polarization; tau K18 P301L Alexa594 fluorescence, heparin fibrillization; 280,000 tested, 0.93% active; Potency, µM (series often up to 57.7 µM), for inactives: top-dose activity change, negative = decrease; note: potency is the fitted concentration of half-maximal effect; % is set by controls: 0 for no effect and ±100 for the full control effect; nearly all actives have a fitted effect of over 55% in size
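Human tau K18 P301L (15 uM unlabeled, 0.24 uM Alexa 594-labeled) in 100 mM sodium acetate pH 7 with 20 uM heparin, 6 hr at 37 C. ThT 30 uM added, 1 hr ambient; Alexa 594 FP and total fluorescence read at 555/632 nm.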
GLA spleen mod = qHTS Assay for Inhibitors and Activators of Human alpha-Galactosidase From Spleen Homogenate; Alpha-galactosidase A (Homo sapiens), P06280; human spleen homogenate, 4MU-alpha-Gal fluorescence, 40 min; Potency, µM (titrated, usually from 80 µM), for the others: top-dose activity change, negative = inhibition, usual class: inhibitors; 240,000 tested, 0.008% active; AID 2107, 2009;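 note: potency is the fitted concentration of half-maximal effect; 0% = enzyme with vehicle and -100% = no enzyme basal signal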
Target sequence (P06280 32-429 limits assumed): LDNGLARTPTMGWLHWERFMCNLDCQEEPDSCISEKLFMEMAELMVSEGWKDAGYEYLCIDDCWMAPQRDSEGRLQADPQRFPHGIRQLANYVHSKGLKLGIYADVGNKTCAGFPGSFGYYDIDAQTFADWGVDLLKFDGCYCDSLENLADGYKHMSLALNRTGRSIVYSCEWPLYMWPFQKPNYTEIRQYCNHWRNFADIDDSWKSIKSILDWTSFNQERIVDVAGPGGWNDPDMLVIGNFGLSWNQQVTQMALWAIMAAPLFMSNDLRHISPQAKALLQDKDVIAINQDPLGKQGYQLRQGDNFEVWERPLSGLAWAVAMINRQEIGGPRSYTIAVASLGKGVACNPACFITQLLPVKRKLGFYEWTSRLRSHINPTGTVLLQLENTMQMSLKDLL
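qHTS titration in buffer at pH 5.0. Alpha-galactosidase activity in spleen homogenate was measured via 4-methylumbelliferone release from 1 mM fluorogenic substrate after 40 min at 37C and a pH 10 stop. AC50 came from Hill fits of control-normalized data.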
Active calls of the source: *; ? = inconclusive; nt = no result given; [ ] = dose if it differs, or a comment. Unless noted, calls come from the whole dose curve; as a rule, active = well fitted curve in the direction sought with a large enough effect; inconclusive = small, poorly fitted or top-dose-only effect, or another doubt; inactive = no such curve, though single readings can be large; an effect the other way counts as inactive or inconclusive. Some of the compounds tested; count on the stated rates, not on these rows.

mol | NPSR antagonist | CBFb-RUNX1 inh | TexasRed fluor | TRb SRC2 PPI | Epigenetic reg | Tau fibril FP | Tau fluor cs | GLA spleen mod
CSc1nnc(-c2ccccc2)o1 | -15.6%[46.1 µM] | 8.0% | -6.1% | 2.2% | -4.3% | -1.9% | -12.3% | -5.6%
CCCC(c1nnnn1Cc1ccc(OC)cc1)N1CCN(c2ccccc2OC)CC1 (stereo not given) | ? | 5.4% | 2.6% | -5.3% | 1.1% | 5.9% | -8.4% | -1.9%
O=C(Nc1nc2c(s1)CCCC2)c1nn(Cc2ccccc2)c(=O)c2ccccc12 | -49.5% | -2.1% | 2.6% | -4.2% | 0.0% | -2.2% | -11.3% | 3.2%
CC(=O)c1ccc(NC(=S)N2CCCCCC2)cc1 | 10.3% | 0.8% | -3.0% | -2.0% | -0.1% | 0.5% | -7.2% | -4.7%
COc1ccc(CCNS(=O)(=O)c2ccc3c(c2)CC(C)N3C(C)=O)cc1OC (stereo not given) | -11.9%[46.1 µM] | 2.1% | 0.8% | -5.6% | 0.9% | -3.4% | 3.1% | 1.9%
O=C1CC(N2CCC(c3nc4ccccc4o3)CC2)C(=O)N1Cc1cccs1 (stereo not given) | -5.0%[46.1 µM] | 2.5% | -4.2% | -6.0% | 0.0% | 10.9% | 2.7% | 5.9%
Cc1ccc(N(C(=O)C(F)(F)F)C(C(=O)NC2CCCCC2)c2ccncc2)cc1C (stereo not given) | 10.3% | 2.2% | -3.5% | -3.0% | 0.0% | 2.6% | 0.1% | 4.5%
Cc1ccccc1C(=O)NC(C)C(c1cccs1)N1CCOCC1 (stereo not given) | -3.7%[46.1 µM] | 2.1% | -0.2% | 12.0% | -0.8% | -0.7% | -1.3% | 0.8%
CCOc1ccccc1-c1nc2c(C(C)(C)C)nn(C)c2c(=O)[nH]1 | -3.5% | 2.5% | -0.5% | -8.3% | 1.7% | -4.5% | 0.6% | -6.4%
O=C(Nc1ccccc1N1CCOCC1)c1ccc2nc[nH]c2c1 | -3.2% | 0.2% | -0.8% | -2.3% | -4.1% | -1.6% | -4.8% | -4.6%
O=[N+]([O-])c1ccc(C(c2sc3nc(-c4ccco4)nn3c2O)N2CCC3(CC2)OCCO3)cc1 (stereo not given) | nt | nt | -2.1% | -10.5% | -1.3% | -3.5% | -6.3% | nt
COc1cc(C2CC(=O)C=C(O)C2)cc(OC)c1OC (stereo not given) | -5.2%[46.1 µM] | 15.9% | -0.8% | -1.8% | 0.0% | -12.2% | -10.2% | -8.5%
CCOC(=O)Cc1ccc(NC(=O)N2CC(CC)Oc3ccccc32)cc1 (stereo not given) | nt | nt | 0.4% | 0.6% | 0.0% | -4.2% | -3.3% | nt
O=C(CN1CCOCC1)NN=C1CCCCCCCCCCC1 | 7.8% | 5.6% | 1.8% | -4.0% | 0.0% | 0.3% | 2.6% | -2.7%
COc1ccc(Nc2nc(C)nc(N)c2S(=O)(=O)c2ccccc2)cc1 | nt | nt | -3.1% | 2.1% | 10.8% | -10.5% | 2.6% | nt
CCOC(=O)C1C(=O)NC(c2ccccc2)=NC1c1ccc(O)c(OC)c1 (stereo not given) | 1.5% | -1.0% | -2.3% | -1.6% | -0.6% | -22.1% | -9.0% | 3.6%
O=C(OCCN(CCOC(=O)c1ccncc1)S(=O)(=O)c1cccs1)c1ccncc1 | -19.8%[46.1 µM] | -0.5% | 2.4% | -19.8% | -3.0% | -5.0% | -11.0% | 4.4%
Cc1cc(N(CN2CCCC2=O)C(=O)c2ccc(OC(C)C)cc2)no1 | -0.4% | 4.0% | -1.2% | -4.1% | -1.3% | -9.8% | 2.5% | 14.4%
CC12CC3CC(C)(C1)CC(NCc1ccncc1)(C3)C2 | 9.4% | 4.9% | -2.9% | -1.2% | 0.2% | -2.4% | -11.0% | -1.7%
Cn1c(CCCOc2ccc(Cl)cc2Cl)nnc1SCC(=O)Nc1ccc(F)c(Cl)c1 | -7.2% | -13.2% | -7.1% | -4.1% | 3.0% | ? | -23.1% | 13.3%
COc1ccc(-c2ccnc3ncnn23)cc1 | 17.1% | 3.2% | -1.8% | 0.3% | -0.3% | -0.4% | -6.4% | 13.1%
O=C(c1ccc(OC2CCN(CCc3ccccc3)CC2)cc1)N1CCCC(CO)C1 (stereo not given) | -26.1% | 5.3% | -4.3% | -5.1% | -1.1% | 2.9% | 8.8% | -10.2%
Cc1ccc(OCc2ccc(Br)cc2)c([N+](=O)[O-])n1 | -7.9% | 12.4% | -1.0% | -4.2% | 1.0% | -19.2% | ? | 1.6%
COc1ccc(OCCC(=O)N2CCOCC2)cc1 | 15.7% | 1.4% | -1.4% | 1.5% | 1.3% | 3.9% | 6.0% | 2.2%
COc1cccc(C2=CC(c3ccc(N(C)C)cc3)n3ncnc3N2)c1 (stereo not given) | ? | ? | -2.8% | 5.7% | -0.7% | -16.4% | ? | ?
C/C(=N\Nc1ccc([N+](=O)[O-])cc1[N+](=O)[O-])c1cc2c(ccc3ccccc32)oc1=O | -15.8% | 3.9% | -2.6% | -0.4% | -2.3% | -9.3% | -7.9% | -1.5%
Cn1c(=O)n(C)c2cc(NC(=O)COc3ccc(Cl)cc3)ccc21 | 19.8% | -0.4% | -1.0% | 3.6% | -1.1% | -1.5% | -13.1% | -16.2%
CC(CNC(=O)CCc1cn(Cc2ccccc2Cl)c2ccccc12)c1ccccc1 (stereo not given) | nt | nt | -1.6% | -7.3% | -1.7% | -3.3% | -22.0% | nt
COCCNc1ncnc2c1c(-c1ccccc1)cn2-c1ccc(C)c(Cl)c1 | nt | nt | -0.9% | -2.2% | 0.6% | 9.0% | -8.8% | nt
O=C(CN1C2=NCCCN2c2ccccc21)c1ccc([N+](=O)[O-])cc1 | 22.2% | 0.2% | -0.7% | 5.7% | -4.5% | -7.7% | -7.1% | -0.3%

Complete entries, quoted from the list. Order of screens: NPSR antagonist	CBFb-RUNX1 inh	TexasRed fluor	TRb SRC2 PPI	Epigenetic reg	Tau fibril FP	Tau fluor cs	GLA spleen mod
`O=[N+]([O-])c1ccc(C(c2sc3nc(-c4ccco4)nn3c2O)N2CCC3(CC2)OCCO3)cc1` (stereo not given) across the screens: nt	nt	-2.1%	-10.5%	-1.3%	-3.5%	-6.3%	nt
`Cn1c(CCCOc2ccc(Cl)cc2Cl)nnc1SCC(=O)Nc1ccc(F)c(Cl)c1` across the screens: -7.2%	-13.2%	-7.1%	-4.1%	3.0%	?	-23.1%	13.3%

Entries above with an NH in an aromatic ring, in the order listed:
mol | NPSR antagonist | CBFb-RUNX1 inh | TexasRed fluor | TRb SRC2 PPI | Epigenetic reg | Tau fibril FP | Tau fluor cs | GLA spleen mod
CCOc1ccccc1-c1nc2c(C(C)(C)C)nn(C)c2c(=O)[nH]1 | -3.5% | 2.5% | -0.5% | -8.3% | 1.7% | -4.5% | 0.6% | -6.4%
O=C(Nc1ccccc1N1CCOCC1)c1ccc2nc[nH]c2c1 | -3.2% | 0.2% | -0.8% | -2.3% | -4.1% | -1.6% | -4.8% | -4.6%

Remaining list, next part:
mol | NPSR antagonist | CBFb-RUNX1 inh | TexasRed fluor | TRb SRC2 PPI | Epigenetic reg | Tau fibril FP | Tau fluor cs | GLA spleen mod
Cc1ccccc1NC(=O)c1c([N+](=O)[O-])c(C(C)(C)C)nn1C | -24.7% | 1.0% | 0.2% | 4.6% | 0.0% | 3.5% | 10.2% | 3.4%
C/C(=N\O)C(=O)OC1CC(C)CCC1C(C)C (stereo not given) | -24.7%[46.1 µM] | 0.7% | -1.4% | -0.8% | -0.9% | 3.7% | -2.6% | 2.4%
CCOc1ccccc1CN1CCc2nc(N3CCN(C)CC3)ncc2C1 | nt | nt | 0.0% | 1.0% | -4.1% | 6.1% | -6.4% | nt
COC(=O)C1(C)NC(c2ccc(O)cc2)C2C(=O)N(c3ccc4c(c3)OCCO4)C(=O)C21 (stereo not given) | 12.0%[46.1 µM] | 5.4% | -0.8% | -2.6% | 0.0% | 0.1% | -5.3% | 3.1%
COc1ccc(N2CCN(C(=O)C3CCCO3)CC2)cc1 (stereo not given) | -11.9%[46.1 µM] | 3.7% | 0.8% | -2.6% | 1.9% | 1.4% | -2.9% | 2.7%
COc1ccc(/C=N/S(=O)(=O)c2ccccc2)cc1OC | 18.6% | 1.7% | 1.9% | -1.9% | -0.7% | 1.5% | 13.0% | -0.7%
COc1ccc(CCNC(=O)CC2SC(=NCc3ccccc3)NC2=O)cc1 (stereo not given) | 2.2% | 16.3% | -5.9% | -7.9% | -0.1% | 5.1% | 2.1% | -3.1%
CCCCN(C)CCCNC(=O)c1ccc2c(c1)NC(=O)C(N1CCOCC1)S2 (stereo not given) | -0.3%[46.1 µM] | 2.2% | -2.5% | -6.4% | -0.5% | 5.8% | 3.4% | -1.0%
CCc1ccc(C2N(c3ccc(OC)cc3)C(=O)C3CCCN32)cc1 (stereo not given) | -8.9%[46.1 µM] | 0.9% | -5.8% | 2.9% | 1.7% | -6.7% | -3.9% | -4.3%
COC(=O)c1sccc1S(=O)(=O)Nc1ccc(S(N)(=O)=O)cc1 | 3.4% | 25.5% | -0.3% | -0.2% | -1.1% | 0.5% | -14.3% | 0.3%
COc1cccc2cc(-c3nnc(Nc4ccccc4C)s3)c(=O)oc12 | nt | nt | -1.8% | 1.9% | ? | 5.0% | -2.3% | nt
Fc1ccc(-c2ccnc3nc(N4CCOCC4)nn23)cc1 | 2.2%[46.1 µM] | 3.5% | -3.7% | -12.4% | -1.1% | -12.6% | -9.4% | 7.9%
Cc1ccc2nc3nc(NCC4CCCO4)c(C(=O)NC4CCCCC4)cc3c(=O)n2c1 (stereo not given) | -17.6% | 2.4% | -1.8% | -0.4% | 8.4% | 3.2% | 4.1% | 5.1%
